FAS-TE inh: FAS thioesterase domain inhibitors, primary screen, biochemical, fluorescence intensity, uHTS | 0.67% of 360,000 active | Fatty acid synthase (Homo sapiens), P49327 | AID 602261, 2012 | recombinant FAS-TE, OMFH fluorogenic substrate, fluorescence endpoint | inhibition, % at 15 µM;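 active = compounds whose normalised, plate-corrected inhibition of enzyme fluorescence in the single-dose primary screen is 50% or more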;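 also: 0% = DMSO with enzyme and 100% = substrate without enzyme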
MT1-MMP act inh: blockers of MT1-MMP proenzyme processing, primary screen, HT1080 RFP-PRO-GFP cells, GFP/RFP fluorescence. GFP/RFP ratio fluorescence, overnight; percent of plate control window, DMSO zero. GFP/RFP ratio change, % at 20 µM. 0.061% of 360,000 active. AID 651647, 2012;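 active = GFP/RFP ratio change of at least 30% with cell ATP level not reduced by more than half and red fluorescence within 50% of control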; also: strong numbers were not always called active
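Compound: 20 µM single dose, 1% DMSO / System: HT1080 RFP-PRO-GFP cells / Controls: DMSO and RFP-L50D-GFP cell wells / Read-out basis: GFP/RFP fluorescence ratio / Schedule: overnight compound exposure at 37 °C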
MsrA inh: bovine MsrA enzyme inhibitors, primary screen, biochemical, absorbance, HTS; Methionine sulfoxide reductase A (Bos taurus); purified bovine MsrA, absorbance read-out; inhibition, % at 15.5 µM; 0.75% of 360,000 active; AID 651718, 2012; in the data active = inhibition above about 4.5%;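 also: 0% = vehicle wells with enzyme and 100% = reference inhibitor wells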
bovine MsrA act: bovine MsrA enzyme activators, primary screen, biochemical, absorbance, HTS. purified bovine MsrA, absorbance read-out. activation, % at 10.6 µM. 0.3% of 360,000 active; in the data active = activation above about 7.5%;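 also: 0% = vehicle and 100% = reference activator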
eLon inh: inhibitors of E. coli Lon protease, primary screen, biochemical, fluorescence polarization; purified E. coli Lon protease; inhibition, % at 7.94 µM; 0.42% of 360,000 active; in the data active = inhibition above about 13%, passing the limit was not always enough;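 also: 0% = enzyme with probe and DMSO and 100% = no enzyme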
Target sequence (P0A9M0 whole entry, looked up): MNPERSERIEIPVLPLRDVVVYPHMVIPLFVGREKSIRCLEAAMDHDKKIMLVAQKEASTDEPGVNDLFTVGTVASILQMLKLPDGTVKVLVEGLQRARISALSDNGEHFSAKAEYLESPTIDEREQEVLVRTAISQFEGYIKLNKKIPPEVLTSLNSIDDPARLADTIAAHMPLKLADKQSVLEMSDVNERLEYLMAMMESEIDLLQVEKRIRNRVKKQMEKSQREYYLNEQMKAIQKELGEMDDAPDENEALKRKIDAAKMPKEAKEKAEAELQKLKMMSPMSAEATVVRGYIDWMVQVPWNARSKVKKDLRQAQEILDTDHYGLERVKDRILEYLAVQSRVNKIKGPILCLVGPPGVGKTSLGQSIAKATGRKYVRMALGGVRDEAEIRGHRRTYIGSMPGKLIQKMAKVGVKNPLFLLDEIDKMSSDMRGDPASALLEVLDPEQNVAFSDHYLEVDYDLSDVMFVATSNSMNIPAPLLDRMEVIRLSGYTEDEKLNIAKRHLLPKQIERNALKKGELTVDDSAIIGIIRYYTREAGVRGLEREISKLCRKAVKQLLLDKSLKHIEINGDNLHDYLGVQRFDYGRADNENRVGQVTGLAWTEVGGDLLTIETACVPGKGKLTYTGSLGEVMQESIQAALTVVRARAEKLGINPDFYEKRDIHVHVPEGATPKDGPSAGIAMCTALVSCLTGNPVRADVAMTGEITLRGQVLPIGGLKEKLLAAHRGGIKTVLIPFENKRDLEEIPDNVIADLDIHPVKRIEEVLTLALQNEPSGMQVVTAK
Neddyl block: inhibitors of cullin neddylation, primary screen, biochemical, TR-FRET, uHTS, NAE and Ubc12; NEDD8-conjugating enzyme Ubc12 (Homo sapiens) + NEDD8-activating enzyme E1 regulatory …; calls only at 25 µM; 0.58% of 360,000 active; in the data active = inhibition above about 36%
NRP1-CendR mod: modulators of CendR peptide binding to NRP-1, primary screen, biochemical, fluorescence polarization, uHTS. Neuropilin-1 (Homo sapiens), O14786. FAM-RPARPAR peptide binding to NRP-1. inhibition, % at 25 µM. 0.85% of 360,000 active. AID 602438, 2012;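 active = inhibition or corrected inhibition above about 18%, plus a signal ratio from 0.5 to 1.5, limit read from the data, passing the limit was not always enough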; also: strong numbers were not always called active
SKN-1 inh: suppressors of acrylamide-induced Pgst-4::GFP reporter in worms, primary screen, SKN-1 inhibitor project, whole organism, uHTS, GFP/RFP fluorescence ratio, strain VP596 | 0.49% of 360,000 active | inhibition, % at 21.8 µM | C. elegans VP596 Pgst-4::GFP/RFP ratio, 24 h;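 active = interference check ratio from 0.5 to 1.5 plus GFP to RFP signal ratio inhibition reaching or exceeding a fixed threshold, cut at about 30% in these data, passing the limit was not always enough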; also: some compounds called inactive have numbers as strong as hits
Rin1 Abl inh: inhibitors of Rin1-Abl protein binding, primary screen, biochemical, TR-FRET | 0.4% of 360,000 active | inhibition, % at 7.35 µM | Tyrosine-protein kinase ABL1 (Homo sapiens) + Ras and Rab interactor 1 (Homo sapiens), … | AID 588664, 2011; in the data active = inhibition above about 5%, passing the limit was not always enough
Starred values were filed as active, the others as inactive; i = inactive; / = no result given; + = active, no number. Rows are unselected; overall some 4.2% were active at least once.

Values in the order – FAS-TE inh, MT1-MMP act inh, MsrA inh, bovine MsrA act, eLon inh, Neddyl block, NRP1-CendR mod, SKN-1 inh, Rin1 Abl inh
- Cc1cccc(NC(=O)c2cc3c(s2)-c2c(C)cccc2OC3)n1
    0.1, -0.7, 0.8, -5.8, 8.2, /, -3.8, -1.6, -6.3
- CC(C)c1ccc(OCC(=O)NC(=S)Nc2ccc3c4c(cccc24)CC3)cc1
    19.7, 2.1, 0.1, -7.4, -3.5, i, -25.1, -13.8, -3.7
- O=C(NCCN1CCC(n2c(=O)[nH]c3ccccc32)CC1)c1cccc2c1-c1ccccc1C2=O
    4.3, 5.2, 0.3, -1.6, -11.4, i, 6.9, 1.9, /
- CCn1c(SCc2ccccc2)nc2c1c(=O)[nH]c(=O)n2C
    -2.6, 3.5, 0.2, -2.9, -1.2, i, 7.1, -10.1, 1.1
- Cn1c(=O)c2cc(NC(=O)c3ccccc3Cl)c(=O)oc2n(C)c1=O
    -4.7, -4.6, 0.4, -0.8, -0.6, i, -30.6, -3.5, 3.5
- CCc1ccccc1NS(=O)(=O)c1cc2c3c(c1)CCN3C(=O)CC2
    -54.6, 7.7, -0.5, -2.1, -5.5, i, -0.8, 10.4, 0.4
- NS(=O)(=O)c1ccc(CCNC(=O)c2ccc(Cl)c(S(=O)(=O)NCc3ccco3)c2)cc1
    -4.1, 3.5, 0.8, 2.1, -6.5, i, 3.6, 9.1, 1.2
- O=C(Oc1ccc(-c2cnc3ccccc3n2)cc1)c1cc([N+](=O)[O-])ccc1Cl
    21.0, 3.7, -0.4, -1.5, 0.0, i, 10.7, 7.8, 0.2
- O=C(CSc1nc2ccccc2s1)Nc1ccc(Cl)c(C(=O)O)c1
    -2.1, -1.5, 0.4, 0.1, -6.4, i, -4.9, 5.0, 1.6
- CCc1nc2ccc(C(=O)NCCCn3ccnc3)cn2c1N(CC)C(=O)NCCc1ccccc1
    -9.3, -0.7, 1.0, -1.1, 0.2, i, -5.8, 2.6, 3.8

Following part.
Values in the order – FAS-TE inh, MT1-MMP act inh, MsrA inh, bovine MsrA act, eLon inh, Neddyl block, NRP1-CendR mod, SKN-1 inh, Rin1 Abl inh
- Cc1ccc(SC(C)C(=O)O/N=C(\N)c2ccncc2)cc1 (centres undefined)
    -2.1, 1.5, 2.1, -4.6, -15.2, i, -2.6, 4.1, -0.2
- Cc1[nH]c(=O)[nH]c(=O)c1/C=N/NC(=O)[C@@H](N)CC(C)C
    -6.9, -2.3, 0.2, -1.2, 2.1, i, 6.6, -2.5, -1.5
- COc1ccc(N2CC(C(=O)Nc3ccc(F)cc3F)CC2=O)cc1 (centres undefined)
    -3.4, 2.3, -0.3, -5.7, 0.5, i, 9.2, 6.6, 2.2
- COc1ccccc1NC1SC(=O)N(c2ccccc2)C1=O (centres undefined)
    -0.3, -4.2, -0.2, -2.3, 1.4, i, 9.1, 22.9, 1.3
- O=[N+]([O-])c1c(NCCO)cc(Sc2nc3ccccc3s2)c2nonc12
    83.1*, 20.8, /, -20.9, 0.0, i, -6.0, -3.0, -1.5
- COc1ccc(COn2c(=O)c(C)[n+]([O-])c3ccccc32)cc1OC
    -7.8, -35.3, 1.9, -4.8, -5.0, i, 1.1, 4.2, 3.0
- Cn1nc(C(=O)NNC(=O)CCOc2ccc(C(C)(C)C)cc2)c2ccccc2c1=O
    0.8, 8.1, -0.8, -0.1, -1.5, i, 17.0, 7.2, -0.4
- O=C1c2cc(S(=O)(=O)N(CCO)CCO)ccc2-c2ccc(S(=O)(=O)N(CCO)CCO)cc21
    -3.6, 2.8, 1.6, -3.1, 5.8, i, -6.3, -13.7, -8.0
- COc1cccc(NC(=O)C(=O)NCCc2ccc(F)cc2)c1
    -0.3, 0.1, -1.6, -3.2, -9.7, i, -2.1, 7.3, 0.6
- COC(=O)C1=C(N)Oc2c(oc(CO)cc2=O)C1c1ccc(F)cc1 (centres undefined)
    -3.6, -0.5, 0.8, -3.5, 2.6, i, 11.9, -11.4, 3.0

Three of the compounds above, with each value named.
COc1ccc(N2CC(C(=O)Nc3ccc(F)cc3F)CC2=O)cc1 (centres undefined)
  FAS-TE inh: -3.4 | MT1-MMP act inh: 2.3 | MsrA inh: -0.3 | bovine MsrA act: -5.7 | eLon inh: 0.5 | Neddyl block: i | NRP1-CendR mod: 9.2 | SKN-1 inh: 6.6 | Rin1 Abl inh: 2.2

COc1ccccc1NC1SC(=O)N(c2ccccc2)C1=O (centres undefined)
  FAS-TE inh: -0.3 | MT1-MMP act inh: -4.2 | MsrA inh: -0.2 | bovine MsrA act: -2.3 | eLon inh: 1.4 | Neddyl block: i | NRP1-CendR mod: 9.1 | SKN-1 inh: 22.9 | Rin1 Abl inh: 1.3

O=[N+]([O-])c1c(NCCO)cc(Sc2nc3ccccc3s2)c2nonc12
  FAS-TE inh: 83.1* | MT1-MMP act inh: 20.8 | MsrA inh: / | bovine MsrA act: -20.9 | eLon inh: 0.0 | Neddyl block: i | NRP1-CendR mod: -6.0 | SKN-1 inh: -3.0 | Rin1 Abl inh: -1.5

The list continues.
Values in the order – FAS-TE inh, MT1-MMP act inh, MsrA inh, bovine MsrA act, eLon inh, Neddyl block, NRP1-CendR mod, SKN-1 inh, Rin1 Abl inh
- COC(=O)Nc1ccc(C)c(NC(=O)OC)c1
    -6.1, 3.4, -1.1, -4.1, -5.0, i, 5.0, 9.2, 2.3
- CC1Cc2ccccc2N1C(=O)COC(=O)c1ccccc1NCCO (centres undefined)
    -2.5, 3.8, 1.9, -1.4, 6.9, /, 1.2, -4.7, -1.6
- C[C@H](CCC(=O)NCC(=O)O)[C@H]1CC[C@H]2C3[C@H](O)C[C@@H]4C[C@H](O)CC[C@]4(C)[C@H]3C[C@H](O)[C@]12C (some centres undefined)
    -0.2, 2.8, -1.5, -1.5, -4.1, i, 2.2, 8.0, 1.4
- CCc1ccc(NC(=O)Cn2nnc(C(=O)NCc3ccc(OC)cc3)c2N)cc1
    -3.9, -1.1, -0.2, -0.9, 5.3, i, 5.7, 0.7, -1.3
- Clc1ccc(OCCOCCOc2cccc3cccnc23)c(Br)c1
    20.1, -4.1, -1.3, -1.4, 9.2, i, -1.9, 0.8, -1.5
- Cc1ccc(-c2csc3ncnc(SCC(=O)O)c23)cc1
    -5.4, -4.0, 0.2, -5.5, -1.8, i, -4.8, 4.1, -3.3
- CC1=C(C#N)C(c2ccc(O)cc2)C2=C(CCCC2=O)N1 (centres undefined)
    -4.1, 0.5, 1.9, -6.0, -4.6, +, -4.3, -5.1, 2.6
- COc1ccc(CNC(=O)CCC2N=C3c4ccccc4N=C(SCC(=O)NCC4CCCO4)N3C2=O)cc1 (centres undefined)
    -5.5, 0.5, 0.6, -3.1, 1.1, i, -2.4, 15.3, -1.6
- COC(=O)C1C(=O)C2=C(CC1C)NC(C)=C(C(=O)OCc1ccc(OC)cc1)C2c1ccc(C)o1 (centres undefined)
    29.5, -0.9, -0.8, -10.1, 3.2, i, -11.1, -30.6, 1.9
- COc1ccc(N2CCN(S(=O)(=O)c3ccc4c(c3)OCCO4)CC2)cc1
    4.9, 0.5, 2.0, -0.7, -0.9, i, -8.7, 0.5, 0.6

Next part.
Values in the order – FAS-TE inh, MT1-MMP act inh, MsrA inh, bovine MsrA act, eLon inh, Neddyl block, NRP1-CendR mod, SKN-1 inh, Rin1 Abl inh
- CCN(CC(=O)NCc1ccc(Cl)cc1)C(=O)CCOc1ccccc1C
    8.7, -3.7, -1.9, -4.0, -1.2, i, -4.3, -14.1, -1.2
- CS(=O)(=O)c1cccc(S(=O)(=O)N2CCCCCC2)c1
    0.1, -0.4, 0.3, -3.0, -5.0, i, 11.9, 7.5, -0.5
- CCOC(=O)C1CCN(c2cc(=O)n(Cc3ccc(F)cc3)c(=O)[nH]2)CC1
    -7.0, 2.9, -0.9, -5.0, -7.1, i, 10.6, 0.1, 0.7
- CN(C)S(=O)(=O)c1cccc(NC(=O)CN2C(=O)NC3(CCc4ccccc4C3)C2=O)c1 (centres undefined)
    1.7, 2.2, -0.5, -1.3, -4.8, i, -6.2, -9.9, -1.4
- CC(=O)NNc1nc(-c2ccc(NC(C)=O)cc2)cs1
    -9.1, 0.4, -1.2, -6.0, -3.0, i, -16.6, -1.4, 3.0
- COC(=O)CSc1nc(N)c(C#N)c(CC(C)C)c1C#N
    -5.4, /, 2.9, -15.2, -14.3, i, 2.3, 7.4, -2.2
- CCCCS(=O)(=O)N1C2=NC(C(=O)OC)=C(C(=O)OC)[C@@H]3N(C)c4ccc(OC)cc4[C@]23C[C@H]1C(=O)OC
    4.0, 2.2, /, -0.6, 1.8, i, 17.6, -14.6, 0.1
- O=C(Cc1csc(N2CCOCC2)n1)N/N=C/c1ccc(Cl)cc1Cl
    -7.1, -8.5, -1.4, 1.1, -12.4, i, -33.8, 18.8, -2.0
- CC(C)=CC(=O)OCc1csc(CC(=O)Nc2ccccc2C)n1
    -3.6, -5.9, 0.2, -2.5, -2.1, i, 15.0, -0.1, -1.8
- CCc1nc2c(OCC(N)=O)cccn2c1N(C)C(=O)C(C)C
    -2.3, -1.8, -1.3, -0.7, 3.0, i, 15.9, 14.4, -0.3

(more compounds)
Values in the order – FAS-TE inh, MT1-MMP act inh, MsrA inh, bovine MsrA act, eLon inh, Neddyl block, NRP1-CendR mod, SKN-1 inh, Rin1 Abl inh
- CCc1ccc(NC(=O)CC2C(=O)N(c3ccc(OC)cc3)C(=O)N2CCOC)cc1 (centres undefined)
    -0.5, 1.9, 0.9, 2.9, 8.6, i, 4.9, 16.1, 1.9
- Cc1cc(Br)ccc1OCC(=O)NNC(=O)c1ccc(NC(=O)C2CC2)cc1
    -3.0, 10.3, -0.6, -5.7, -2.4, i, -4.4, -3.7, 1.7
- O=C(NC1CCCCCCC1O)c1ccccc1 (centres undefined)
    0.2, 1.4, 0.3, -1.7, 4.5, i, -13.9, -8.8, -3.9
- Cn1cnc(S(=O)(=O)N2CCN(c3ccc(F)cc3)CC2)c1
    -3.5, -1.0, 0.4, -2.0, -5.7, i, 2.0, 4.3, -0.8
- Cn1c(-c2ccc(Cl)nc2)nc2cc(Cl)ccc21
    -3.1, 0.7, 2.2, -0.3, -3.9, i, 8.0, 2.4, 0.8
- CCOC(=O)C1CCN(C(=O)C2CCN(C(=O)c3ccc([N+](=O)[O-])cc3)CC2)CC1
    -0.1, 0.1, /, -2.7, -4.1, i, 23.7*, 17.4, 0.2
- CN1CCN(C(=O)c2cccc(COc3cc(Cl)ccc3Cl)c2)CC1
    -2.5, 3.4, 2.2, -0.7, -8.1, i, 6.7, 10.8, -1.3
- CCS(=O)(=O)N1CCCC(C(=O)NCCN2CCC(Cc3ccccc3)CC2)C1 (centres undefined)
    -1.7, -2.9, 0.0, -1.9, 0.4, i, -16.2, 9.6, 2.4
- FC(F)(F)c1cnc(C(c2ccccc2)c2ncn[nH]2)c(Cl)c1 (centres undefined)
    -14.5, -1.0, 1.8, -8.6, -5.9, i, 12.9, 8.2, 1.7
- O=C(COc1ccc2c(c1)oc(=O)c1ccccc12)NC(Cc1ccc(Cl)cc1)C(=O)O (centres undefined)
    -2.9, -3.6, 1.1, -4.0, 0.9, /, -14.7, 8.1, 2.4
- CCN(CC)CC(=O)Nc1sc2c(c1C(=O)c1ccccc1C)CCC2
    22.7, -5.1, 1.2, -7.8, -8.9, i, 4.8, -4.1, -5.6
- COc1ccc(C(=O)NCCCn2nc(C)cc2C)cc1S(=O)(=O)N1CCOCC1
    -5.1, 1.5, -0.4, -3.5, -4.5, i, -8.8, -5.7, -0.8
